Screens: PubChem BioAssay, National Center for Advancing Translational Sciences (NCATS)
PI4K2A inh – PI4K2A (human) kinase inhibition; Q9BTU6; purified PI4K2A, ADP-Glo luminescence, 1 h; active compounds read low; activity change, negative = inhibition, % at 76.9 µM; hit rate 0.13% among 420,000; AID 1346378; in the data active = activity change below about -50%; inconclusive = mostly about -30% to -49%;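 note: -100% = wells without enzyme as full effect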
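Compounds are screened against recombinant PI4K2A using PI as substrate and ATP, the latter dispensed at 300 microM. Reactions run one hour at ambient temperature before ADP-Glo detection; full inhibition defined by wells lacking enzyme.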
Glioma ERSR ind – ER stress response induction in glioma. U87-MG GRP78 promoter luciferase reporter, 16 h. Potency, µM, inactives show top-dose activation, hits mostly activators. hit rate 0.02% among 420,000. AID 602332; note: potency is the fitted concentration of half-maximal effect; series mostly up to about 76 µM; % of control where 0% means no effect; nearly all actives have a fitted effect of over 35% in size
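Stably transfected U87-MG glioma cells carrying a GRP78-based luciferase sensor; 16 h compound incubation. Luminescence end-point read 10 min after Bright-Glo addition at room temperature.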
Vif-A3F inh – Vif-A3F binding inhibition. HeLa A3F-eYFP + Vif (tagged APOBEC3F with the HIV-1 protein that degrades it), YFP fluorescence increase. Potency, µM (highest dose often 46.1 µM), for inactives: at the highest dose activity, negative = active. hit rate 0.2% among 390,000; note: potency is the fitted concentration of half-maximal effect; % of control where 0% means no effect; nearly all actives have a fitted effect of over 65% in size
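HeLa cells stably expressing A3F-eYFP plus Vif, plated and incubated overnight at 37 deg C, then exposed to compounds overnight at 37 deg C. Blocked degradation read as raised yellow fluorescence (Ex 488/Em 500-530).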
IDH1 R132H inh – inhibitors of human mutant IDH1 R132H. O75874. IDH1-R132H enzyme, NADPH consumption, diaphorase/resazurin fluorescence. Potency, µM (doses to about 76.6 µM), without a hit: at the top dose activity change, negative = inhibition, usual class: inhibitors. hit rate 0.093% among 390,000; note: potency is the fitted concentration of half-maximal effect; % is set by controls: 0 for no effect and ±100 for the full control effect; nearly all actives have a fitted effect of over 65% in size
Target sequence (O75874 whole entry R132H, stated change not applied): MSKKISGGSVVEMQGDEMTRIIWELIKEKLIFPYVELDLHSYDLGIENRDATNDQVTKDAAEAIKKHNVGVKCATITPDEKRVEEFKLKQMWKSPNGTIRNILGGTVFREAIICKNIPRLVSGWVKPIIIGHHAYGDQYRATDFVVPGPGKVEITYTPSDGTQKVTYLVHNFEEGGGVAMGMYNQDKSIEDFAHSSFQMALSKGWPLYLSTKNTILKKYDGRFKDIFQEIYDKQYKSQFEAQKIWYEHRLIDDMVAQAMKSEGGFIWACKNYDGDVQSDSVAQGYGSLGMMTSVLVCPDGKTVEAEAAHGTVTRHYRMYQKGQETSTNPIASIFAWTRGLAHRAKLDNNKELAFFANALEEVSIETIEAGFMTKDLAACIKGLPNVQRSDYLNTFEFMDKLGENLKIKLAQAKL
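IDH1-R132H (0.5 ug/mL dispensed) in pH 7.5 Tris buffer was preincubated 30 min with compound, then given a substrate mix of 0.016 mM NADPH and 2 mM alpha-KG for 80 min at room temperature; remaining NADPH was read by diaphorase/resazurin fluorescence.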
TrxR1 substrate – is turned over as a substrate by rat TrxR1 | purified TrxR1 substrate turnover, NADPH consumption readout | Potency, µM (doses to about 114 µM), inactives show top-dose activity change, negative = substrate turnover | hit rate 0.01% among 390,000; note: potency is the fitted concentration of half-maximal effect; % is set by controls: 0 for no effect and ±100 for the full control effect; nearly all actives have a fitted effect of over 50% in size
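Rat TrxR1, dispensed at 90 nM, was prereduced with 400 uM NADPH (final) for 5 min at ~22 deg C, then incubated with compound 15 min before 400 uM selenite. A first-read NADPH fluorescence drop versus no-compound background flagged substrates.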
USP1-UAF1 inh – blocks the human USP1/UAF1 deubiquitinase complex. O94782. recombinant USP1/UAF1, Ub-Rhodamine cleavage fluorescence. Potency, µM (highest dose often 57.1 µM), inactives show at the highest dose activity change, negative = inhibition, most hits filed as inhibitors. hit rate 0.23% among 390,000; note: potency is the fitted concentration of half-maximal effect; % is set by controls: 0 for no effect and ±100 for the full control effect; nearly all actives have a fitted effect of over 60% in size; inactives centre near -12
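In this screen, compounds sit with the deubiquitinase complex (1nM) for 15 min at room temperature before Ub-Rho is added at 150nM final. Fluorescence rise is then followed for 6 reads every 60 seconds.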
RXFP1 agonist – RXFP1 (human) receptor agonism. AID 2676. hit rate 0.3% among 370,000. HEK293T-RXFP1 cAMP TR-FRET, 30 min; response scale: percent of porcine relaxin response, buffer zero. Potency, µM (series often up to 57.5 µM), without a hit: top-dose activation, actives largely listed as activators. Q9HBX9; note: potency is the fitted concentration of half-maximal effect; % is set by controls: 0 for no effect and ±100 for the full control effect; nearly all actives have a fitted effect of over 60% in size; many of its hits are not listed in these tables
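Agonist response is measured as cAMP accumulation in an RXFP1-transfected HEK293T line under PDE4 inhibition. Values are scaled between buffer-only and 29 nM porcine relaxin, and EC50s come from standard Hill equation fits.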
Vif-A3G inh – blocks the Vif interaction with human APOBEC3G; AID 602310; HeLa A3G-eYFP + Vif (tagged APOBEC3G with the HIV-1 protein that degrades it), YFP fluorescence, overnight; Q9HC16; Potency, µM (doses to about 46.1 µM), for inactives: top-dose activity, negative = active, hits mostly inhibitors; hit rate 0.076% among 410,000;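 note: potency is the fitted concentration of half-maximal effect; % is set by controls: 0 for no effect and ±100 for the full control effect; nearly all actives have a fitted effect of over 60% in size; hits raise eYFP signal because A3G escapes Vif-driven loss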
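HeLa cells stably expressing Vif and C-terminally eYFP-tagged A3G, seeded overnight at 37 deg C, then exposed to compound by pintool overnight at 37 deg C. Rise in yellow fluorescence (Ex 488/Em 500-530, Acumen) marks blocked Vif-driven A3G degradation.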
LDHA inh – inhibitors of human lactate dehydrogenase A | hit rate 0.15% among 480,000 | activity change, % (values are at about 110 or 230 µM) | P00338 | purified LDHA, NADH/diaphorase-resazurin fluorescence; active compounds read low; in the data active = activity change below about -30%; inconclusive = mostly about -25% to -30%;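 note: plate controls were DMSO wells for no effect and wells without enzyme for full effect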
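Remaining NADH was detected by diaphorase (0.133 mg/mL) converting 37 µM resazurin to fluorescent resorufin, read at 0 and 20 minutes. The preceding 5-minute room-temperature reaction used 2 nM LDHA, 0.2 mM sodium pyruvate and 0.06 mM NADH at pH 7.4.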
* hit, by the source's call; ? = inconclusive; & = joins results of further samples. Unless noted, calls come from the whole dose curve; as a rule, active = well fitted curve in the direction sought with a large enough effect; inconclusive = small, poorly fitted or top-dose-only effect, or another doubt; inactive = no such curve, though single readings can be large; an effect the other way counts as inactive or inconclusive. An excerpt; rates above refer to the full screens.

smiles	PI4K2A inh	Glioma ERSR ind	Vif-A3F inh	IDH1 R132H inh	TrxR1 substrate	USP1-UAF1 inh	RXFP1 agonist	Vif-A3G inh	LDHA inh
O=C(O)/C=C/C(=O)Nc1ccc(-c2ccccc2)cc1	-2	-3%	0%	-13%	-7%	-14%	-1.3%&-1.1%	-10%	-12
CN(Cc1ccccc1)C(NC(=O)c1ccco1)C(Cl)(Cl)Cl (configuration not stated)	5	-4%	-10%	-2%	2%	-15%	1.0%	-1%	1
O=C(COc1cccc(F)c1)Oc1ccc(C(=O)c2ccccc2)cc1	-2	0%	-11%	0%	-11%	-3%	5.6%	0%	3
CN1CCC(N(C)C(=O)/C(C#N)=C/c2ccccc2)CC1	-1	0%	-2%	-1%	1%	-25%	-3.5%	2%	-1
CNC(=O)CCc1[nH]c2ccccc2c1Sc1ccccc1	-5	-4%	-7%	3%	-6%	-24%	3.3%	-2%	-7
CC(C)(C)C(=O)NC(=S)NNC(=O)c1sc2ccccc2c1Cl	-2	5%	-2%	-8%	-7%	-18%	-2.4%	1%	-7
COC(=O)c1c(NC(C)=O)sc(Cc2ccccc2)c1C	-12	0%	2%	?	1%	-11%	0.3%	2%	3
Cc1cccc(OCCc2c(C)[nH]c(=S)[nH]c2=O)c1	-8	-3%	-11%	4%	2%	?	2.8%	-25%	0

Part of the list above, showing only TrxR1 substrate.
smiles | TrxR1 substrate
CN(Cc1ccccc1)C(NC(=O)c1ccco1)C(Cl)(Cl)Cl (configuration not stated) | 2%
O=C(COc1cccc(F)c1)Oc1ccc(C(=O)c2ccccc2)cc1 | -11%

Of the compounds above, these have a carbonyl joined to an NH by a bond outside any ring:
smiles	PI4K2A inh	Glioma ERSR ind	Vif-A3F inh	IDH1 R132H inh	TrxR1 substrate	USP1-UAF1 inh	RXFP1 agonist	Vif-A3G inh	LDHA inh
O=C(O)/C=C/C(=O)Nc1ccc(-c2ccccc2)cc1	-2	-3%	0%	-13%	-7%	-14%	-1.3%&-1.1%	-10%	-12
CN(Cc1ccccc1)C(NC(=O)c1ccco1)C(Cl)(Cl)Cl (configuration not stated)	5	-4%	-10%	-2%	2%	-15%	1.0%	-1%	1
CNC(=O)CCc1[nH]c2ccccc2c1Sc1ccccc1	-5	-4%	-7%	3%	-6%	-24%	3.3%	-2%	-7
CC(C)(C)C(=O)NC(=S)NNC(=O)c1sc2ccccc2c1Cl	-2	5%	-2%	-8%	-7%	-18%	-2.4%	1%	-7
COC(=O)c1c(NC(C)=O)sc(Cc2ccccc2)c1C	-12	0%	2%	?	1%	-11%	0.3%	2%	3
